A340 absorber – absorbance at 340 nm; compound absorbance at 340 nm, fold over control; fold change at 10 µM; 65,000 tested, under 10 active;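 active = at 10 µM dose, initial 340 nm absorbance at least 2 fold that of control wells; inactive = change under 2 fold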;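 note: initial absorbance extrapolated from kinetic A340 decline of NADH oxidation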
CatB mixtures – inhibitors of human cathepsin B in compound mixtures; P07858; Purified cathepsin B, AMC dipeptide fluorescence; inhibition, %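 (ten-compound pools at 5 µM per compound and 50 µM total)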; actives 0.06% (n = 62,000); in the data active = inhibition above about 22%, passing the limit was not always enough; inconclusive = no clear call, values can overlap the other calls;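 note: 0% = enzyme without compound and 100% = no enzyme blank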
CatG inh – cathepsin G (human) inhibition; purified enzyme, AMC-tetrapeptide fluorescence, pooled mixtures; inhibition, % at 5 µM (by protocol); actives 0.2% (n = 62,000);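 active = inhibition above 20% in each of the two mixture wells holding the compound; inactive = inhibition of 20% or less in either well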;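 note: 0% = enzyme control without mixture and 100% = blank lacking enzyme; strong numbers were not always called active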
Target sequence (P08311 21-244 limits assumed): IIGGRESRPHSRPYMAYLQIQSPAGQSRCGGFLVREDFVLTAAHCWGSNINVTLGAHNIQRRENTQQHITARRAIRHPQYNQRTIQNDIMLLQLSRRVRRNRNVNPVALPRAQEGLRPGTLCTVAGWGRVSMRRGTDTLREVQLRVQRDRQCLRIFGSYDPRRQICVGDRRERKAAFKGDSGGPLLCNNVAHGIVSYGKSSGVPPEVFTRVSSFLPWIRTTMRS
C1s inh – blocks human complement C1s protease activity | P09871 | actives 0.16% (n = 62,000) | mean inhibition % of two 10-compound mixtures (hits give high values), % at 5 µM (by protocol) | purified C1s, fluorogenic AMC substrate, pooled mixtures;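 active = inhibition above 20% in each of the two 10-compound mixture wells holding the compound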;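 note: 0% = enzyme wells lacking compound mixture and 100% = no-enzyme blank wells; some compounds called inactive have numbers as strong as hits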
FXIa mix inh – factor XIa (human) inhibition, mixture screen | purified FXIa, fluorogenic substrate, pooled mixtures | inhibition, % at 5 µM | actives 0.19% (n = 62,000) | AID 680;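 note: each value is inhibition by a whole ten-compound pool holding the compound; 0% = enzyme with no mixture and 100% = wells lacking enzyme; strong numbers were not always called active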
CatS block – blocks human cathepsin S protease activity; P25774; recombinant cathepsin S, AMC dipeptide fluorescence, pooled mixtures; inhibition, %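 (tested at 5 µM per compound within 10-compound mixtures)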; actives 0.06% (n = 62,000); AID 501; in the data active = inhibition above about 32%, passing the limit was not always enough; inconclusive = no clear call, values can overlap the other calls;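 note: 0% = enzyme without compound and 100% = blank without enzyme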
Target sequence (P25774 115-331 limits assumed): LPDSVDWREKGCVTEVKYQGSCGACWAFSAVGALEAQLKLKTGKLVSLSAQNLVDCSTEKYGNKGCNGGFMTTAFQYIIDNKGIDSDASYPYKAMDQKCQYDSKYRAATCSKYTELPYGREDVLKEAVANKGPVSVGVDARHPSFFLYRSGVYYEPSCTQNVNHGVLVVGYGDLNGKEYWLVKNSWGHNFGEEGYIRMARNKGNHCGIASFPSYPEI
CatL block – blocks human cathepsin L protease activity. actives 0.17% (n = 58,000). P07711. inhibition, %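 (tested at 10 µM)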. purified cathepsin L, fluorogenic substrate, fluorescence; in the data active = inhibition above about 45%;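 note: 0% = enzyme with no compound and 100% = no enzyme blank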
CatB block – human cathepsin B inhibition; AID 453; inhibition, %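 (tested at 10 µM)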; P07858; purified cathepsin B, fluorogenic substrate, fluorescence; actives 0.1% (n = 63,000); in the data active = inhibition above about 21%;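 note: 0% = enzyme with no compound and 100% = no enzyme blank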
FXIIa inh mix – blocks human factor XIIa in pooled compound mixtures; P00748; actives 0.2% (n = 62,000); purified FXIIa, fluorogenic substrate; inhibition, % at 5 µM;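 note: 0% = enzyme without compound and 100% = no enzyme blank; some results filed as inactive read as strong as hits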
Target sequence (P00748 20-372 limits assumed): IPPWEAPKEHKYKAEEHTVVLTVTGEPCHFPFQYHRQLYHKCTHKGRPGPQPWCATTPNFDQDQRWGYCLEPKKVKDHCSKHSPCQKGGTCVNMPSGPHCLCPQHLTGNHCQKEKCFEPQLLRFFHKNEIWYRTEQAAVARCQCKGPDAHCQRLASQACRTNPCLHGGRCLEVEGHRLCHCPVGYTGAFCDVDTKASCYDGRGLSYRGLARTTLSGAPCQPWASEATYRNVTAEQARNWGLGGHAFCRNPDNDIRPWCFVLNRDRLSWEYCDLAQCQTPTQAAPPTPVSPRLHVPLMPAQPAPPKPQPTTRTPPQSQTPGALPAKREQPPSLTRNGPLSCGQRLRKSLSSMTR
Target sequence (P00748 373-615 limits assumed): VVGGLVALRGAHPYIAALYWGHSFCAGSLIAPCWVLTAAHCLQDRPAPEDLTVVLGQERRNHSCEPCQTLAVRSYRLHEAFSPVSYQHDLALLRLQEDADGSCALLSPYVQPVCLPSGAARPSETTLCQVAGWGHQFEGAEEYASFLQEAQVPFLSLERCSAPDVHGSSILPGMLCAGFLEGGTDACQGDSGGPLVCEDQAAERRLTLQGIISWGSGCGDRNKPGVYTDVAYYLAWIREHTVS
Numbers without * were called inactive; ? = inconclusive; . = not tested or not shown. Cut-off read from the data, not from the text of the source, unless noted: active = inhibition above about 20% (passing the limit was not always enough); inactive = the rest.

SMILES | A340 absorber | CatB mixtures | CatG inh | C1s inh | FXIa mix inh | CatS block | CatL block | CatB block | FXIIa inh mix
CC(NC(=O)c1cccnc1)C(=O)N1CCCCC1 (stereo not given) | 1 | -1 | 1 | 1 | 4 | 3 | 19 | 0 | 2
O=C1CNC(=O)/C1=C\N1CCCCC1 | 0.99 | 2 | 0 | 5 | 2 | 3 | 2 | 1 | -2
CCOC(=O)Cc1cnc(NC(=O)Cn2nnc(-c3ccc(OCC)cc3)n2)s1 | 0.97 | 7 | 5 | -1 | 5 | 18 | 10 | 4 | 1
O=S1(=O)CCC(S(=O)(=O)N2CCCCCC2)C1 (stereo not given) | 1.1 | 0 | 29 | 7 | 5 | -3 | -5 | 4 | 3
O=C(CSc1nc(-c2ccco2)cc(C(F)(F)F)n1)Nc1ccc(C(=O)N2CCCCC2)cc1 | 1.1 | 2 | 10 | 14 | 4 | -10 | . | 0 | -24
COc1cccc(Nc2nc(=O)[nH]nc2C)c1 | 0.99 | 4 | 2 | -3 | 4 | 2 | 2 | -8 | 1
COCCNC(=O)C(c1cccs1)N(C(=O)Cn1nnc2ccccc21)c1cccc(C(C)=O)c1 (stereo not given) | 0.99 | 3 | 8 | 10 | 8 | 0 | -6 | 1 | 3
C/C(N)=C(/C#N)C(=O)COC(=O)CC1CCCC1 | 1 | -3 | 2 | -52 | -12 | -15 | 0 | 1 | 3
COc1ccc(-n2c(SCC(=O)Nc3ccccc3)nc3c(c2=O)SCC3)cc1 | 1.1 | 5 | 1 | -2 | 10 | -2 | -4 | -1 | 7
Fc1ccccc1C(c1nnnn1Cc1ccc2c(c1)OCO2)N1CCN(Cc2ccco2)CC1 (stereo not given) | 0.97 | 8 | 2 | 37 | 11 | 6 | 29 | -1 | 6
COc1ccc(C(=O)N(CN2CCCC2=O)c2nccs2)cc1OC | 1.3 | 6 | 8 | 10 | 0 | 1 | -4 | 6 | 13
COC(=O)Cc1cc(=O)[nH]c(Nc2nc3ccccc3o2)n1 | 1.1 | 5 | 13 | 14 | 5 | 1 | -4 | 4 | -19
Cc1cc(NC(=O)CN2CCC(O)(c3cccc(F)c3)CC2)no1 | 1 | 3 | 6 | 14 | 8 | 2 | 12 | 2 | 2
COc1cccc(OC)c1OCCCN1CCOCC1 | 1.1 | 2 | 12 | -14 | 2 | 5 | 28 | 2 | -3
Cn1c(SCC(=O)NCc2ccc3c(c2)OCO3)nc2scc(-c3cccs3)c2c1=O | 1 | 5 | 0 | 2 | 9 | -2 | 0 | -2 | 3
O=C(CC1COc2ccccc2O1)NC1CCCCC1 (stereo not given) | 1.1 | 0 | 0 | -3 | 5 | 15 | 2 | 3 | 2
O=C(NC(=O)c1ccc(Cl)cc1)Nc1cc(N2CCCCC2)ncn1 | 1 | 9 | 5 | 4 | 13 | 2 | -2 | -3 | 2
O=C(CSc1nnc(Cc2cccs2)n1-c1ccccc1)NCc1ccc2c(c1)OCO2 | 1.1 | 2 | 10 | 5 | 9 | -9 | -3 | 4 | 4
CC(=O)Nc1ccc(S(=O)(=O)N2CCSC2C(=O)O)cc1 (stereo not given) | 1 | 3 | 0 | 5 | 3 | 4 | -2 | -3 | 2
CC(C)(C)n1cnc2cc(NS(=O)(=O)c3ccc(Br)cc3)ccc21 | 0.98 | 5 | 2 | 2 | 7 | -6 | 19 | 8 | 2
O=C(Nc1nc2ccccc2n1CCN1CCCCC1)c1ccco1 | 1.2 | -1 | 2 | 3 | 12 | -4 | 6 | -1 | -5
N#CCCN1CCN(S(=O)(=O)c2ccc(S(=O)(=O)NCc3ccccc3)cc2)CC1 | 1 | 2 | -3 | 1 | 1 | -1 | 3 | 5 | 1
CCCCOc1ccccc1C1NC(=O)NC(C)=C1C(=O)OCc1ccco1 (stereo not given) | 1.1 | -5 | 4 | 0 | 10 | 8 | 3 | -2 | 10
O=C(Nc1ccccc1Oc1ccccc1)C1CC1 | 1 | -2 | -2 | -20 | 4 | 5 | 10 | -1 | 1
Cc1nn(CCc2nc(-c3ccco3)cs2)c2[nH]c(=O)cc(C(F)(F)F)c12 | 1.1 | -2 | 2 | 3 | 11 | -3 | -4 | -1 | 5
COc1ccc(N2CC(C)Cn3c2nc2c3c(=O)n(Cc3ccc(F)cc3)c(=O)n2C)c(OC)c1 (stereo not given) | 1 | 3 | 1 | 7 | 3 | -8 | 2 | -5 | 1
Cc1cnc(C(=O)Nc2ccccc2-c2ccc(C)o2)cn1 | 1.1 | 2 | 28* | -16 | -2 | -1 | -5 | 0 | 5
CC(C)c1nnc(NC(=O)CCCC(=O)O)s1 | 1 | 2 | -3 | -5 | 13 | 4 | 8 | 3 | 0
CCOC(=O)c1cc(-c2ccccc2)n(CC(=O)O)c1C | 0.97 | -3 | 18 | 18 | 8 | 9 | 12 | 0 | 9
COC(=O)c1cn(C(=O)c2ccc(Br)o2)c2ccccc12 | 1.1 | 2 | 4 | 17 | 7 | -6 | 11 | 0 | 4
COc1ccc(-c2nc(C)sc2CC(=O)O)cc1 | 0.98 | 8 | 2 | 1 | 10 | 1 | 26 | 1 | 7
COCCNc1nc(SCC(=O)N2CCN(c3ccccc3)CC2)nc2ccccc12 | 0.99 | -1 | 1 | -6 | -2 | 6 | 1 | 3 | 4
Cc1ccc(N(C(=O)Cn2nnc3ccccc32)C(C(=O)NC2CCCCC2)c2cn(C)nc2C)cc1 (stereo not given) | 0.99 | 3 | 12 | 16 | 5 | -13 | 1 | -1 | 5
Cc1ccc2c(C(=O)CN3CCCC3)c(C)[nH]c2c1 | 1.1 | 32 | -7 | -27 | 2 | 16 | -3 | 8 | 3
O=C1CC(N(Cc2ccc3c(c2)OCO3)C(=O)Nc2ccc(F)cc2)C(=O)N1c1ccccc1 (stereo not given) | 1 | 3 | -2 | 5 | 9 | -7 | -24 | -4 | -1
O=C(C1CC(=O)N(C2CCCC2)C1)N1CCC(Cc2ccccc2)CC1 (stereo not given) | 1 | 3 | 7 | -3 | -3 | 1 | 4 | 6 | -17
Nc1ncnc(Nc2ccccc2C(F)(F)F)n1 | 1 | 2 | -5 | 19 | -7 | 5 | -2 | 1 | 0
CC(C)C1Cc2c(C#N)c(N)sc(=S)c2CO1 (stereo not given) | 0.98 | 2 | 5 | 5 | -4 | 10 | 3 | -1 | 2
O=C(CN1C(=O)C2C3c4ccccc4C(c4ccccc43)C2C1=O)N1CCOCC1 (stereo not given) | 1.1 | 5 | 10 | 9 | 11 | -1 | 0 | 4 | -22
CCN1CCN(C(=O)CN(c2cc(OC)ccc2OC)S(C)(=O)=O)CC1 | 1 | 25 | 5 | 6 | 4 | 12 | 13 | 3 | -1
Cc1nnc(NC(=O)NC(C)N2C(=O)C3C4C=CC(C4)C3C2=O)s1 (stereo not given) | 0.98 | 1 | 7 | 2 | 0 | -3 | -5 | 1 | 6
CCOC(=O)CN1C(=O)C2(OCCCO2)c2ccccc21 | 0.99 | 3 | 7 | 1 | 5 | 0 | 4 | 3 | -16
O=C(Nc1ccc(Br)cc1)N1CCCCCCC1 | 1 | 2 | 20 | -8 | -2 | 7 | 10 | 0 | 3
CCc1c(C)[nH]c2ccc(C)cc2c1=O | 1.2 | 0 | -5 | -3 | 3 | 2 | 8 | 1 | 4
CC(=O)NC(Cc1c[nH]c2ccccc12)C(=O)OCC(=O)Nc1ccc2c(c1)OCO2 (stereo not given) | 0.99 | 0 | -8 | -12 | 3 | 3 | . | 4 | 5
O=C(Nc1nncs1)C1(c2ccccc2)CCCC1 | 1 | -4 | -2 | -10 | 2 | 13 | 4 | -6 | 7
Cc1ncsc1CCSc1n[nH]c(=O)n1-c1ccccc1 | 1.1 | -1 | 10 | 9 | 7 | 8 | 24 | 5 | 6
O=c1c2ccccc2nc2ccc(NCc3ccco3)nn12 | 1.1 | 8 | 0 | -5 | 6 | 7 | 0 | -7 | 4
CCCNC(=O)CN(c1ccc(F)c(Cl)c1)S(C)(=O)=O | 1 | 4 | 0 | 7 | 7 | -6 | -4 | -5 | 4
CC(SC1CCCC1)C(=O)Nc1ccnn1C(C)C (stereo not given) | 1 | 1 | 8 | 7 | -4 | -1 | -11 | -1 | -18
COCCSc1nnc(-c2cccc(C#N)c2)n1C | 1 | 5 | 9 | 15 | 6 | 3 | 5 | 4 | 0
CCCCCC(=O)Nc1ccc(Cl)cn1 | 0.97 | 6 | -3 | -43 | 12 | -10 | 13 | -3 | -25
Cc1ccc(NC(=O)CCCC(=O)O)c(Br)c1 | 1 | -1 | 4 | 8 | -2 | 5 | 19 | -5 | 3
COc1cccc(-c2nnc(SCC(=O)N3CC(C)CC(C)C3)o2)c1 (stereo not given) | 1 | 1 | 3 | 1 | 14 | 1 | 16 | 3 | -21
Cc1oc(-c2cccc(Cl)c2)nc1CN1CCC(C(=O)NCC2CCCO2)CC1 (stereo not given) | 1.1 | 21 | 7 | -7 | 1 | -4 | 2 | 5 | 1
O=C(Nc1cnn(Cc2ccc(F)cc2)c1)c1cc(-c2cccs2)on1 | 0.99 | 2 | 5 | -32 | -5 | 0 | 27 | 6 | 5
CC1CCN(C(=O)CSc2nc(N)cc(N)n2)CC1 | 1 | 3 | -1 | 5 | 10 | -3 | -16 | -3 | 7
Cc1oc(C)c(C(N)=O)c1C(N)=O | 1 | 2 | -4 | 1 | 1 | 0 | 2 | -1 | 9
CSc1nc(N)nc(SCC(=O)OC(C)C)c1C#N | 1 | -5 | 1 | 5 | 7 | 1 | -4 | 0 | -1
Cc1[nH]c2ccccc2c1C(=O)CN1CCN(C2CCCCC2)CC1 | 1.1 | 6 | 0 | 1 | 10 | 5 | 18 | -6 | 5

Following part:
SMILES | A340 absorber | CatB mixtures | CatG inh | C1s inh | FXIa mix inh | CatS block | CatL block | CatB block | FXIIa inh mix
O=C1CCc2cc(S(=O)(=O)N3CCN(c4cccc(Cl)c4)CC3)ccc2N1 | 1 | -5 | -6 | -43 | -2 | 11 | 3 | 2 | -51
N#C/C(=C1\CCCN1)c1nc(-c2ccccc2)cs1 | 1.1 | 8 | 11 | 11 | 6 | ? | 12 | 3 | 3
O=C(CSc1nnc2scc(-c3ccccc3)n12)NCC1CCCO1 (stereo not given) | 1.1 | 5 | -10 | -10 | 4 | 0 | -2 | 2 | 0
OCCNc1nc2ccccc2n1-c1ccccc1 | 1 | 4 | 7 | -5 | 8 | 1 | -2 | 3 | 6
O=C(c1ccc(S(=O)(=O)N2CCOCC2)cc1)N(c1ccccc1)C1C=CS(=O)(=O)C1 (stereo not given) | 0.99 | 3 | 10 | 0 | 5 | -2 | 4 | 3 | 10
Cc1ccc2c(c1)c1c3n2CCN=C3CCC1 | 1.1 | 4 | 10 | 17 | 6 | 12 | . | 1 | 2
N#Cc1ccsc1NC(=O)CSc1ncnc2ccccc12 | 1 | 6 | 8 | 8 | 11 | 4 | 2 | 3 | -3
Cc1ccc2[nH]c(=O)c(CN(CCc3ccccc3)C(c3nnnn3Cc3ccco3)C(C)C)cc2c1 (stereo not given) | 1 | 4 | 10 | 11 | 7 | 14 | 7 | 4 | 1
CCSc1nnc(Cn2c(=O)sc3ccccc32)n1C | 1.1 | 4 | 11 | 20 | 7 | -2 | . | 1 | 7

A different layout for part of the listing above.
Sequence of screens – A340 absorber, CatB mixtures, CatG inh, C1s inh, FXIa mix inh, CatS block, CatL block, CatB block, FXIIa inh mix
- Cc1ccc2[nH]c(=O)c(CN(CCc3ccccc3)C(c3nnnn3Cc3ccco3)C(C)C)cc2c1 (stereo not given)
    1, 4, 10, 11, 7, 14, 7, 4, 1
- O=C(CSc1nnc2scc(-c3ccccc3)n12)NCC1CCCO1 (stereo not given)
    1.1, 5, -10, -10, 4, 0, -2, 2, 0
- Cc1ccc2c(c1)c1c3n2CCN=C3CCC1
    1.1, 4, 10, 17, 6, 12, ., 1, 2
- O=C1CCc2cc(S(=O)(=O)N3CCN(c4cccc(Cl)c4)CC3)ccc2N1
    1, -5, -6, -43, -2, 11, 3, 2, -51

High-throughput results deposited in PubChem by several laboratories.

Not all compounds are listed. The share of hits here may be higher or lower than overall.
